M1 antag – antagonists of rat M1 muscarinic receptor; AID 628, 2007; 3.4% of 64,000 active; CHO-M1 cells, Fluo-4 calcium, ACh EC80 antagonist mode; stronger effect = lower value; B-score at 10 µM;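 active = calcium fluorescence response, raw or row-and-column corrected B-score, differing from the plate sample mean either way at a set confidence level, mostly lower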
Target sequence (P08482 whole entry, looked up): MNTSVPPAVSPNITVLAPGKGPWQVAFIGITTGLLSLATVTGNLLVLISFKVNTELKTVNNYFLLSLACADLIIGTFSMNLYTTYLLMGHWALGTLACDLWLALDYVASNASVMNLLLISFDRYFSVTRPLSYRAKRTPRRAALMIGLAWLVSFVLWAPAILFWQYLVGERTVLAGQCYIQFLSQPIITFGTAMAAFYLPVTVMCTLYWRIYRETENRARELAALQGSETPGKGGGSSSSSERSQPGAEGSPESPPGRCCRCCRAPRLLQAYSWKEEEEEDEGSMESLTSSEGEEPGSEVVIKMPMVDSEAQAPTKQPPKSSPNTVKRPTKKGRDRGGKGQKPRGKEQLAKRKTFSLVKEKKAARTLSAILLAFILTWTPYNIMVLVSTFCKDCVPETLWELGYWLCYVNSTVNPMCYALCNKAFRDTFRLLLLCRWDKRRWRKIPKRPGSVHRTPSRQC
M1 agonist – M1 muscarinic receptor agonists, primary screen, CHO-M1 cells, Fluo-4 calcium, agonist mode. Fluo-4 calcium fluorescence; stronger effect = higher value. B-score at 10 µM. 3% of 64,000 active;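 active = fluorescence rise, raw or as B-score row- and column-corrected plate score, outside the 99.7% band of its plate's samples, either direction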
S1P1 ag pot – S1P1 agonists and agonism potentiators, primary screen, cell-based, primary and confirmation screens, CRE-bla reporter | activation, % at 9.5 µM | 0.57% of 56,000 active | AID 449, 2006 | S1P1 CRE-bla cells, forskolin, beta-lactamase FRET, potentiator mode; S1P1 agonist co-added at EC20, 2 nM; 100% = saturating reference agonist, 0% = basal;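 active = activation above a cutoff set at the mean activation of all tested compounds plus 3 SD, cut at about 54% in these data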;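 also: forskolin at 4 µM as EC80 and the EC20 agonist is SEW2871; 100% = SEW2871 at its EC100 plus forskolin at EC80; some compounds past the cut are filed as inactive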
Jurkat viability – cytotoxicity toward Jurkat T cells, primary screen, cytotoxicity control, cell-based, Jurkat E6.1, 60K MLSMR library; Jurkat E6.1 viability, ATP luminescence, 48 h; inhibition, % at 4 µM; 1.2% of 56,000 active; AID 463, 2006;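 active = inhibition above the mean inhibition of all tested compounds plus 3 SD, cut at about 28% in these data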
HTR1E antagonist – 5-HT1E receptor antagonists, primary screen, cell-based, HTS. 5-hydroxytryptamine receptor 1E (Homo sapiens), P28566. CHO 5-HT1E Ga15 NFAT-bla reporter, FRET, antagonist. inhibition, % at 6 µM. 0.99% of 65,000 active;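 active = inhibition above a set limit, the mean inhibition across every tested compound plus 3 SD, cut at about 29% in these data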;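 also: signal is the 460 over 535 nm emission ratio of beta-lactamase substrate; 0% = agonist plus DMSO wells and 100% = wells without agonist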
5HT1E ag – 5-HT1E receptor agonists, primary screen, cell-based, HTS; 0.69% of 65,000 active; CHO 5-HT1E Ga15 NFAT-bla reporter, FRET; 0% DMSO wells, 100% control agonist wells; activation, % at 6 µM;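 active = activation above a set limit, the screen-wide mean activation plus 3 SD, cut at about 8.5% in these data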;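 also: 100% = positive control agonist at 1 µM giving full maximal response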
S1P3 ag – human S1P3 receptor agonists, primary screen, cell-based, primary and confirmation, NFAT-BLA reporter; S1P3 NFAT-BLA reporter cells, agonism, FRET ratio; relative to 1 µM S1P, basal subtracted; activation, % at 4.5 µM; 0.1% of 60,000 active;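 active = activation above the screen-wide mean plus 3 SD, cut at about 4.5% in these data, passing the limit was not always enough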; also: some compounds called inactive have numbers as strong as hits
Target sequence (Q99500 whole entry, looked up): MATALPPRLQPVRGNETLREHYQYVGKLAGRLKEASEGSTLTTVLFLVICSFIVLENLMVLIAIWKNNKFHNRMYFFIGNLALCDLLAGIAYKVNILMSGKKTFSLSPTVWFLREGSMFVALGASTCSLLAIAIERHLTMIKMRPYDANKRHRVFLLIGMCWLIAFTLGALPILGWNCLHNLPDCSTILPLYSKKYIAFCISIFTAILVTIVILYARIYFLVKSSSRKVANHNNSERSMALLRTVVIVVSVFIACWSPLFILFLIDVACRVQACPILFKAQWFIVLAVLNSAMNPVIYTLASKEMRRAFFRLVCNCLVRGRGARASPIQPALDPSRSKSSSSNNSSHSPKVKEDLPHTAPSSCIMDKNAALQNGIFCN
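Assay system: CHO cells stably expressing human S1P3, Gα16 and NFAT-β-lactamase reporter. Timing: overnight plating, 4 h compound 37 °C, 2 h substrate RT. Signal: β-lactamase FRET emission ratio 460/535 nm. Measure: percent activation versus median 1 µM S1P response, basal-subtracted, per plate. Repeats: primary screen single test, confirmation screen in triplicate.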
HEK293 NFkB inh – inhibitors of PMA/ionomycin-induced NF-kB reporter, primary screen, antigen receptor NF-kB inhibitor project, cell-based, HEK-293 luciferase reporter, luminescence; HEK-293 NF-kB luciferase reporter; inhibition, % at 3 µM; 0.21% of 62,000 active;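 active = inhibition above the mean of all tested compounds plus 3 SD, cut at about 40% in these data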;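 also: 0% = stimulated DMSO wells and 100% = 10 µM reference inhibitor 5653914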
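Reagent: PMA plus ionomycin mix as NF-kB-activating stimulus. Assay system: NF-kB luciferase reporter HEK-293 cells. Technique: luminescence from luciferase substrate reagent. Incubation: 1 h compound pre-incubation, 16 h PMA/ionomycin at 37 °C. Benchmarks: DMSO only as uninhibited control, 10 µM reference inhibitor as full inhibition. Repeats: tested once.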
Her2 expr inh – inhibitors of Her2 protein expression, primary screen, SKBR-3 cells, AlphaScreen, 66K library | SKBR-3 HER2 protein level, 18-24 h; stronger effect = lower value | HER2 level % of control, % at 10 µM | 0.69% of 65,000 active;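 active = HER2 level under 5% of the carrier-only control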;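 also: 100% = DMSO carrier and 0% = 500 nM PU-H71 HSP90 inhibitor; lower value means stronger loss of Her2 protein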
* = called active by the depositor; nt = not tested or not shown.

#	Compound	M1 antag	M1 agonist	S1P1 ag pot	Jurkat viability	HTR1E antagonist	5HT1E ag	S1P3 ag	HEK293 NFkB inh	Her2 expr inh
1	O=C(Nc1ccc2c(c1)Cc1ccccc1-2)c1ccco1	0.092	0.05	nt	nt	0	-0.3	nt	-28	60
2	CN1C(=O)N(C)C2(c3ccccc3)NC(=O)NC12c1ccccc1 (centres undefined)	0.39	0.15	-6	4	-5	0.8	-1.2	-2	101
3	CCOC(=O)C(C)n1cnc2c(nnn2Cc2ccc(Cl)cc2)c1=O (centres undefined)	-0.036	-0.97	-16	0	-1	0.3	-0.4	10	94
4	CN(C)/C=N/c1nc2ccc3c(c2s1)CCCC3	-0.33	0.24	-14	-2	-9	-0.5	4.1	-29	69
5	Nc1ccc2c(c1)ncn2CCCn1cnc2cc(N)ccc21	-0.72	-0.76	2	1	16	-0.5	-1.1	15	106
6	Cc1cccc(C)c1Nc1nnc(SCC(=O)NCc2ccco2)s1	0.35	0.64	-2	0	-7	0.2	0.6	0	102
7	O=C(O)CCn1ccnc1-c1ccccc1	-1.6	0.00011	1	4	-2	-0.8	0.9	11	95
8	O=C(CN1C(=O)CSc2ccccc21)NC1CCCC1	-0.032	0.59	5	-6	-3	0.0	0.1	0	107
9	Cc1ccc(-c2nc(CS(=O)(=O)CC(=O)N3CCc4ccccc4C3)c(C)o2)cc1	-0.71	-0.16	5	2	-1	0.1	-0.8	10	75
10	Cn1c(=O)c2c(nc(SCCN3CCOCC3)n2Cc2ccc(Cl)cc2)n(C)c1=O	0.54	-1.5	-4	-1	0	0.0	-1.2	12	112
11	CC(C)CC(=O)N=C1SC2CS(=O)(=O)CC2N1CCc1ccccc1 (centres undefined)	0.0062	-0.31	-2	-2	-7	0.0	-1.9	17	115
12	Cc1nc2c(C(=O)NCc3ccco3)cnn2c(C)c1Cc1ccc(F)cc1Cl	-0.16	0.5	14	-2	10	-0.2	-0.3	-1	91
13	Cc1cc(C)c2cc(CN(Cc3ccco3)C(=O)NCc3ccccc3)c(=O)[nH]c2c1	-0.3	-0.034	19	8	15	0.0	-0.9	17	67
14	O=C(COc1ccc(Cl)cc1)NCc1nnc(SCC(=O)c2ccccc2)o1	0	-0.47	nt	nt	-5	-0.5	nt	8	90
15	CCOC(=O)c1ccc(NC(=O)Nc2ccc(S(N)(=O)=O)cc2)cc1	0.91	-1.3	-18	5	9	-1.0	-1.2	17	118
16	COc1ccc(Br)cc1CNC(=O)CCN1C(=O)COc2ccccc21	0.064	0.5	38	6	-6	-0.3	0.9	17	116
17	CCc1ccc(-c2nc(CN3CCCC(C(=O)NCCc4ccc(OC)c(OC)c4)C3)c(C)o2)cc1 (centres undefined)	-1.5	-0.51	-14	3	-17	1.6	-0.5	-1	-23*
18	COc1cccc(NC2=NC3(CCCCC3)N=C(N)N2)c1	-0.29	-0.14	-6	-5	3	0.3	-0.5	-6	85
19	O=C(Nc1nccs1)c1nc(-c2ccccc2)n(-c2ccccc2)n1	0.46	-0.84	44	2	-4	-0.5	0.8	17	75
20	Cc1cccc(C)c1N1C(=O)c2ccccc2C1=O	-0.27	1.7	-9	-1	3	-0.3	14	16	89

An excerpt from above in order of the M1 agonist value, falling:
cpd	SMILES	M1 agonist
12	Cc1nc2c(C(=O)NCc3ccco3)cnn2c(C)c1Cc1ccc(F)cc1Cl	0.5
4	CN(C)/C=N/c1nc2ccc3c(c2s1)CCCC3	0.24
2	CN1C(=O)N(C)C2(c3ccccc3)NC(=O)NC12c1ccccc1 (centres undefined)	0.15
14	O=C(COc1ccc(Cl)cc1)NCc1nnc(SCC(=O)c2ccccc2)o1	-0.47
5	Nc1ccc2c(c1)ncn2CCCn1cnc2cc(N)ccc21	-0.76
19	O=C(Nc1nccs1)c1nc(-c2ccccc2)n(-c2ccccc2)n1	-0.84

(further entries)
#	Compound	M1 antag	M1 agonist	S1P1 ag pot	Jurkat viability	HTR1E antagonist	5HT1E ag	S1P3 ag	HEK293 NFkB inh	Her2 expr inh
21	CCNC(=O)N(C)c1nncnc1C(=O)NC	-0.31	-0.16	-8	nt	5	-1.7	-5.3	nt	80
22	Cc1nn(Cc2ccccc2)c(Cl)c1C(=O)NCc1ccc(C)n1C	0.012	-0.93	-40	-1	-1	0.6	-0.9	10	89
23	Cc1ccc(C)c(OCc2nc(-c3cccnc3)no2)c1	1.1	-0.83	5	1	5	-0.3	-1.4	5	112
24	CCOC(=O)C1=C(C)NC(=O)NC1c1cccnc1 (centres undefined)	0.45	-0.6	-6	3	-7	0.7	-1.8	-5	103
25	COc1ccc(OC)c(/C=N/c2oc(-c3ccco3)c(-c3ccco3)c2C#N)c1	-0.00024	-0.22	0	-5	-6	0.1	0.0	17	65
26	O=c1[nH]c(Cc2cccs2)nc2ccccc12	-0.65	-0.44	-27	7	5	-0.6	-1.4	0	105
27	CCOc1ccc(OCC)c(NC(=O)C2CCCN(c3nc(C)cc(C)n3)C2)c1 (centres undefined)	-0.6	1.2	3	3	-6	0.5	0.3	-7	78
28	Cc1nc2c3c(-c4ccccc4)c(-c4ccccc4)oc3ncn2n1	-0.012	-0.77	-10	-1	-5	-0.8	-0.5	13	84
29	CC1=C(n2nnc3ccccc32)C(c2ccccc2)C(C#N)=C(N)O1 (centres undefined)	0.14	-0.27	3	10	-2	0.7	-0.9	15	48
30	CCOC(=O)C1CCCN(CC(=O)Nc2c(F)c(F)c(F)c(F)c2F)C1 (centres undefined)	0.31	0.14	17	4	-5	-0.3	1.0	4	99
31	c1coc(-c2nn3c(-c4ccco4)nnc3s2)c1	1.4	1.6	-16	2	-8	-0.5	-0.1	9	108
32	Cc1cc(=O)[nH]c(SCCOc2cccc(C(F)(F)F)c2)n1	-0.037	-0.34	-3	9	-4	-0.5	-1.0	14	nt
33	Cc1cc(C(=O)COC(=O)c2csc3c2CCCC3)c(C)n1C	-0.24	0.74	79*	-4	2	-0.7	-0.2	-7	38
34	Cc1ccc2c(c1)c(C)c(C)n2CC(O)Cn1nc(C)c(Br)c1C (centres undefined)	0.097	1.6	9	-7	0	-0.2	-1.2	15	100
35	COc1cccc(-c2nc(N3CCN(Cc4ccccc4)CC3)c3ccccc3n2)c1O	0.9	0.053	9	nt	-37	1.3	0.0	nt	191
36	CC(=O)c1c(N2CCN(Cc3ccccc3)CC2)[nH]c(-c2ccccc2)nc1=S	-0.055	1.2	-22	38*	8	1.3	-1.2	20	11
37	COc1ccc(N(C(C)=O)S(=O)(=O)c2cc(OC)ccc2OC)cc1	-0.57	0	nt	-6	6	-0.3	-1.4	6	101
38	COc1ccccc1N(C(=O)c1snc(C(N)=O)c1N)C(C(=O)NCCC(C)C)c1ccco1 (centres undefined)	0.83	0.29	-11	6	0	-0.7	-1.3	32	97
39	CCOc1ccc2nc3c(cc2c1)CN(CCCO)C(=NCCOC)S3	0.094	0.88	10	8	-2	0.9	0.2	13	103
40	O=C(CSc1cn(CCNC(=O)c2cccs2)c2ccccc12)NCC1CCCO1 (centres undefined)	-0.1	-0.63	9	-1	0	-0.3	-0.6	12	61

A stretch taken from the entries so far, as a working copy:
#	Compound	M1 antag	M1 agonist	S1P1 ag pot	Jurkat viability	HTR1E antagonist	5HT1E ag	S1P3 ag	HEK293 NFkB inh	Her2 expr inh
35	COc1cccc(-c2nc(N3CCN(Cc4ccccc4)CC3)c3ccccc3n2)c1O	0.9	0.053	9	nt	-37	1.3	0.0	nt	191
36	CC(=O)c1c(N2CCN(Cc3ccccc3)CC2)[nH]c(-c2ccccc2)nc1=S	-0.055	1.2	-22	38*	8	1.3	-1.2	20	11
37	COc1ccc(N(C(C)=O)S(=O)(=O)c2cc(OC)ccc2OC)cc1	-0.57	0	nt	-6	6	-0.3	-1.4	6	101
38	COc1ccccc1N(C(=O)c1snc(C(N)=O)c1N)C(C(=O)NCCC(C)C)c1ccco1 (centres undefined)	0.83	0.29	-11	6	0	-0.7	-1.3	32	97
39	CCOc1ccc2nc3c(cc2c1)CN(CCCO)C(=NCCOC)S3	0.094	0.88	10	8	-2	0.9	0.2	13	103
40	O=C(CSc1cn(CCNC(=O)c2cccs2)c2ccccc12)NCC1CCCO1 (centres undefined)	-0.1	-0.63	9	-1	0	-0.3	-0.6	12	61

(cont.)
#	Compound	M1 antag	M1 agonist	S1P1 ag pot	Jurkat viability	HTR1E antagonist	5HT1E ag	S1P3 ag	HEK293 NFkB inh	Her2 expr inh
41	CCOC(=O)c1cccc(NS(=O)(=O)c2c(C)[nH]c(=O)[nH]c2=O)c1	0.75	-0.48	-6	2	8	-0.5	0.0	16	98
42	C/C=C/CSc1nc2c(c(=O)[nH]c(=O)n2C)n1C(C)C	-0.54	-0.25	-50	4	14	-0.3	-0.2	8	114
43	Cc1ccc(S(=O)(=O)N2CCCC2C(=O)O)cc1 (centres undefined)	0.39	0.13	16	-4	-4	-0.5	-0.3	-6	106
44	CCCc1nc2n[nH]c(N)c2c2c1COC(C)(C)C2	-0.034	-0.84	-9	nt	7	-0.6	-3.2	nt	98
45	Cc1ccc(C(=O)NC2CCS(=O)(=O)C2)cc1S(=O)(=O)N1CCOCC1 (centres undefined)	1.5	0.011	nt	-2	-3	0.9	-0.4	24	132
46	COc1ccc(C2C(C(=O)N3CCCCC3)CCC(=O)N2c2cc(OC)c(OC)c(OC)c2)cc1 (centres undefined)	1.1	1.3	nt	nt	9	0.2	nt	31	216
47	N#Cc1ccccc1Sc1ccccc1C(=O)OCC(=O)N1CCN(C(=O)c2ccco2)CC1	0.58	-0.08	-4	-4	6	0.0	0.3	9	100

Record cards (already shown). Screens in order: M1 antag | M1 agonist | S1P1 ag pot | Jurkat viability | HTR1E antagonist | 5HT1E ag | S1P3 ag | HEK293 NFkB inh | Her2 expr inh
Entry for `COc1ccc(C2C(C(=O)N3CCCCC3)CCC(=O)N2c2cc(OC)c(OC)c(OC)c2)cc1` (centres undefined) → 1.1 | 1.3 | nt | nt | 9 | 0.2 | nt | 31 | 216
Entry for `CCOC(=O)c1cccc(NS(=O)(=O)c2c(C)[nH]c(=O)[nH]c2=O)c1` → 0.75 | -0.48 | -6 | 2 | 8 | -0.5 | 0.0 | 16 | 98

Bioassay records as filed in PubChem BioAssay.
